PLCb3 inh: human PLC-beta3 inhibitors, primary screen, biochemical, fluorescence; 1-phosphatidylinositol 4,5-bisphosphate phosphodiesterase beta-3 (Homo sapiens), Q01970; Purified PLC-beta3, fluorogenic substrate; inhibition, % at 12.2 µM; 370,000 compounds, 0.18% hits; in the data active = inhibition above about 11%;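 also: 0% = median of compound wells on plate and 100% = full blocker control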
DAX1 inh-1: DAX1 (NR0B1) inhibitors on StAR promoter, primary screen, cell-based, luminescence, SF-1 (NR5A1), full-length DAX-1; AID 652010, 2013; inhibition, % at 6.8 µM; HEK293T StAR-luciferase reporter, SF-1/DAX-1 repression relief; 370,000 compounds, 1.1% hits;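 active = inhibition above the mean over all tested compounds plus 3 SD, cut at about 3.6% in these data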;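 also: 0% = DAX-1 cells with DMSO and 100% = cells lacking DAX-1 with DMSO; higher inhibition means more luminescence from relief of DAX-1 repression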
PG9 binder: binders of HIV-1 gp120 antibody PG9, primary screen, biochemical, TR-FRET | HIV-1 gp120 / PG9 antibody interaction | TR-FRET gp120-PG9 antibody binding | inhibition, % at 6.7 µM | 360,000 compounds, 0.43% hits | AID 624416, 2012; in the data active = inhibition above about 8.5%
ssDAF12 agonist: S. stercoralis DAF-12 nuclear receptor activators, primary screen, cell-based, luminescence, HEK293, GRIP1 co-expression, lit1-tk-luc; 370,000 compounds, 1% hits; HEK293 ssDAF-12/GRIP1 lit1-tk-luc reporter; % of 3 µM dafachronic acid response; activation, % at 6.8 µM; AID 652126, 2013; Nuclear hormone receptor DAF-12 (Strongyloides stercoralis);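 active = activation above the mean over all tested compounds plus 3 SD, cut at about 0.9% in these data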;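 also: 0% = DMSO-only wells and 100% = 3 µM delta7-dafachronic acid wells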
SMARCA2 activ: SMARCA2 (BRM) function activators, primary screen, cell-based, luminescence, high throughput | activation, % at 9.1 µM | 370,000 compounds, 1% hits | MG213 cells, MMTV-luciferase reporter, dexamethasone, overnight; in the data active = activation above about 7.8%;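 also: 0% = vehicle wells and 100% = reference activator wells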
DAX1 inh-2: DAX1 (NR0B1) inhibitors, primary screen, cell-based, HEK293, Gal4-DAX1, luciferase luminescence | Nuclear receptor subfamily 0 group B member 1 (Homo sapiens), P51843 | HEK293 Gal4-DAX1 luciferase reporter | inhibition, % at 6.75 µM | AID 504766, 2011 | 340,000 compounds, 0.99% hits;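 active = inhibition above the mean over all tested compounds plus 3 SD, cut at about 4.2% in these data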;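 also: 0% = DAX1-transfected cells with DMSO and 100% = empty-vector control cells with DMSO; inhibition shows as a rise in luminescence from relieved DAX1 repression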
Target sequence (P51843 207-470 limits assumed): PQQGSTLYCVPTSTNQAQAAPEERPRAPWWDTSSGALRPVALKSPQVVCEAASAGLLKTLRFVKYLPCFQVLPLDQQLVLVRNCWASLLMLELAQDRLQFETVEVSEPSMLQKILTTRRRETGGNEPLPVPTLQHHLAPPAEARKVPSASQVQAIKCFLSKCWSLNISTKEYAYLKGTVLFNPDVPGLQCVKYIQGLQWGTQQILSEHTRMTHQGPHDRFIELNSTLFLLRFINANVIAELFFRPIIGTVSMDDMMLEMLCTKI
GAA850 FXN act: FXN promoter activators, primary screen, cell-based, luciferase luminescence, HEK293 lucGAA850; AID 540364, 2011; 360,000 compounds, 0.56% hits; activation, % at 6 µM; HEK293 lucGAA850 FXN promoter luciferase reporter, 24 h; percent of 10 µM SAHA response;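 active = activation above the average of all compounds screened plus 3 SD, cutoff fixed separately per campaign, cut at about 7.5% in these data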;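 also: 0% = DMSO wells and 100% = 10 µM SAHA wells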
HGIII-sPLA2 inh: human group III sPLA2 inhibitors, primary screen, biochemical, QFRET, BODIPY PC-A2 liposome substrate. QFRET BODIPY PC-A2 liposome hydrolysis, fluorescence. AID 743126, 2013. inhibition, % at 12.2 µM. 370,000 compounds, 0.56% hits. Group 3 secretory phospholipase A2 (Homo sapiens), Q9NZ20;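 active = inhibition above mean plus 3 SD of compounds lying within the high and low control bounds, cut at about 19% in these data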;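 also: 0% = median of test compound wells and 100% = no enzyme DMSO wells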
hcDAF12 agonist: H. contortus DAF-12 nuclear receptor activators, primary screen, cell-based, luminescence, HEK293, lit1-tk-luc reporter; 370,000 compounds, 1.4% hits; activation, % at 6.8 µM; HEK293 hcDAF-12 lit1-tk-luc reporter; 0% DMSO, 100% Δ7-dafachronic acid;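 active = activation above the mean of all tested compounds plus 3 SD, cut at about 5.5% in these data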;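 also: 100% = response to 3 µM Δ7-dafachronic acid high control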
hgDAF-12 ag: H. glycines DAF-12 receptor agonists, primary screen, cell-based, luminescence, HEK293, GAL4 fusion, UAS-luciferase; Nuclear hormone receptor DAF-12 (Heterodera glycines), GAL4 fusion; HEK293 GAL4-hgDAF12 UAS-luciferase reporter, agonist luminescence; normalized to butyrate control; activation, % at 6.8 µM; 370,000 compounds, 1.8% hits;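 active = activation above a cutoff set at the mean of all screened compounds plus 3 SD, cut at about 10% in these data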;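 also: 0% = DMSO wells and 100% = sodium butyrate wells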
Rev-erbA mod: modulators of Rev-erb alpha DNA binding, primary screen, biochemical, FITC-DNA, fluorescence polarization, uHTS; 370,000 compounds, 0.79% hits; Nuclear receptor subfamily 1 group D member 1 (Homo sapiens), P20393; Rev-erbα–FITC-DNA binding, 90 min; activity, % at 10 µM; AID 1259318, 2017;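 active = activity above about 14%, limit read from the data; passing the limit was not always enough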;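 also: 0% = DMSO wells with 35 nM protein and 100% = DMSO wells with 750 nM protein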
Target sequence (P20393 whole entry, looked up): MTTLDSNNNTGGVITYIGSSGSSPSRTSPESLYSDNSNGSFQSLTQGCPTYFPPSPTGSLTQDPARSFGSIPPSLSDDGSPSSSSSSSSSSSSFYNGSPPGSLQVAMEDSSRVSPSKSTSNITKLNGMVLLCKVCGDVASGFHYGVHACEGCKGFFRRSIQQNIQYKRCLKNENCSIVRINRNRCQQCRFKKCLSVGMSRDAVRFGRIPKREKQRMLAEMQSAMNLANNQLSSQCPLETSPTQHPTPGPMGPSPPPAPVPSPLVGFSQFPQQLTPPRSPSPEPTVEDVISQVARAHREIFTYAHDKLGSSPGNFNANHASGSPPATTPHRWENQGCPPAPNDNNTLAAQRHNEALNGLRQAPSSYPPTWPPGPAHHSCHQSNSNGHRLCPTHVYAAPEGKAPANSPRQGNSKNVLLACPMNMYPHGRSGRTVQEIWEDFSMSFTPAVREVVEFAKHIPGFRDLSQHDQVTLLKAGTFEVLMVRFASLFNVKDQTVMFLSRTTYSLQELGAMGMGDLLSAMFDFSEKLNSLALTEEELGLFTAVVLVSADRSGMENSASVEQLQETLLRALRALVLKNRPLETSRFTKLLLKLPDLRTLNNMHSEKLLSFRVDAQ
* hit, by the source's call; i = inactive; · = no result given.

Values run as follows: PLCb3 inh, DAX1 inh-1, PG9 binder, ssDAF12 agonist, SMARCA2 activ, DAX1 inh-2, GAA850 FXN act, HGIII-sPLA2 inh, hcDAF12 agonist, hgDAF-12 ag, Rev-erbA mod
- COc1ccc(C)c(-n2c(N)cc(=O)n(Cc3ccccc3)c2=O)c1
    0, 0.5, 1.4, -1.7, -4, -1.8, 0.0, 6, -2.2, -1.1, 2
- COc1cc(C(=O)Nc2nc(OC)c(-c3ccccc3)c(OC)n2)cc(OC)c1OC
    -3, -2.2, -0.4, -2.2, -1, -1.8, -5.3, -4, -1.8, -4.2, 1
- CC1CCC2(CC1)NC(=O)N(CC(=O)NC1CCCCC1C)C2=O (stereo not given)
    1, -0.4, -0.5, -1.3, -3, 0.2, 0.3, 8, -1.3, -0.4, 11
- N#Cc1ccc(OCC(=O)Nc2cc(S(=O)(=O)N3CCOCC3)ccc2N2CCCC2)cc1
    -7, -2.2, -4.2, -0.9, -1, ·, ·, -2, -0.3, 4.5, -1
- CCCN(C(=O)c1cn(C)c(=O)c2ccccc12)c1ccccc1C
    0, -0.2, -2.2, -1.4, 0, -0.6, -0.9, 0, -1.9, -1.4, 0
- Nc1ccc2c(c1)[nH]c(=O)c1ccccc12
    i, 0.9, 3.8, -0.6, -1, 2.3, 5.5, 14, 0.3, 8.3, 7
- Cc1ccc2oc(=O)c3cc(C(=O)NCCCN4C(C)CCCC4C)sc3c2c1 (stereo not given)
    -24, 0.7, 2.2, -1.3, 1, 0.6, 2.0, -8, 2.0, 1.2, -2
- COC(=O)c1ccc(C23CC4(C2)[C@H](CN(CC2CCCCC2)[C@@H]4c2ccccc2)C3c2ccc(Cl)nc2)cc1 (stereo not given in full)
    -2, 0.8, -0.7, -1.3, -1, 0.1, -0.5, 6, -0.2, -1.7, 1
- O=C(NCCO)c1c(O)c2cccc3c2n(c1=O)CC3
    -8, 0.2, 2.7, -1.3, 4, 1.2, -1.8, 3, -0.1, -1.4, 7
- CN(Cc1ccccc1)C(=O)CN(c1ccccc1Cl)S(C)(=O)=O
    -2, 0.1, -2.5, -1.5, 3, 1.2, 1.4, 1, -0.9, 0.9, 13
- COc1cc(NC(=S)NN2CCN(C)CC2)cc(OC)c1
    -3, 0.0, -1.4, -1.3, -2, -0.2, -0.2, 6, -1.7, -2.3, -1
- CC(OC(=O)C1CCCC1)C(=O)Nc1ccc(S(N)(=O)=O)cc1 (stereo not given)
    -2, 0.2, -1.0, -0.9, -1, -0.2, 0.1, -5, -0.6, -2.1, 3
- COc1ccc(NS(=O)(=O)c2ccc3ccccc3c2)c2ncccc12
    -59, -1.4, 0.5, -1.1, 0, -1.7, 2.3, 28*, -3.1, -3.7, 2
- Cc1cc(C)c2cc(C(c3nnnn3C3CCCC3)N3CCOCC3)c(=O)[nH]c2c1 (stereo not given)
    -5, 0.0, -0.7, -1.2, 1, 0.1, 4.6, 2, -1.7, -1.1, 3
- O=c1c2ccccc2ncn1Cc1nc2ccccc2s1
    0, -0.2, 2.0, -0.9, 0, -1.0, -0.6, -2, 2.0, -1.0, 0
- O=C(C(=O)N1CCN(C(=O)c2ccco2)CC1)c1cc2ccccc2o1
    -1, 0.0, 0.2, -1.1, -1, ·, ·, 2, -0.2, -1.2, -5
- COCCn1cc(C(=O)N2CCCC(C)C2)c2c3ccccc3n(C)c2c1=O (stereo not given)
    -34, -0.2, 0.3, -1.4, 1, -0.4, 1.2, 5, -2.2, -4.4, -3
- O=C(CSc1nc2[nH]ncc2c(=O)n1-c1ccc(Cl)c(Cl)c1)NCc1ccccc1Cl
    0, -0.1, -0.6, -1.3, 1, 1.3, -3.6, -21, -1.8, -4.2, -1
- COc1cc(C(=S)N(C)C)ccc1O
    5, 0.1, 1.0, -1.3, 0, 1.1, -1.3, 5, 0.5, 0.0, 3
- Cc1ccc(CNC(=O)Cc2cn(C)c3ccccc23)cc1
    -4, 0.6, -0.8, -0.7, 0, -0.5, 2.5, -35, -1.6, -0.2, 2
- O=C(NCc1ccccc1)C1CCC(=O)N(CCN2CCOCC2)C1 (stereo not given)
    -9, -0.2, -0.3, -1.0, 0, -0.2, -2.9, 2, -1.4, 1.6, 2
- O=C(Nc1ccc(C(F)(F)F)cc1)c1cccc(-n2cnnn2)c1
    -8, -1.6, -1.3, -1.6, -1, -0.2, 0.4, 1, -1.1, -2.4, -9
- CCN(CC)C(=O)Cn1cc(S(=O)(=O)CC(=O)NCc2ccc3c(c2)OCO3)c2ccccc21
    -4, 0.2, 0.1, -1.2, 2, 0.5, -3.2, 1, -1.4, 1.5, 1
- COC(=O)[C@]12C[C@H](CC(=O)NCc3ccccc3)C(=O)N(Cc3ccccc3)C1=C[C@H](COCc1ccccc1)O[C@@H]2C
    1, -0.4, ·, -1.7, 3, ·, ·, 1, -1.3, -0.4, 4
- O=C(c1ccc2c(c1)OCO2)N1CCc2ccccc2C1
    -3, 1.1, 2.1, -0.4, 4, 0.0, 5.2, -1, 2.3, 6.2, -7
- COCCCn1c(SCC(=O)N2CCCC(C)C2)nnc1-c1ccco1 (stereo not given)
    1, 0.8, 1.3, -1.6, -3, -0.5, -2.2, 5, -0.3, -0.4, 6
- O=C(O)c1cc([N+](=O)[O-])ccc1C(=O)Nc1cccc([N+](=O)[O-])c1
    0, 0.0, -2.5, -0.7, 0, 0.3, -0.2, -2, 1.3, 0.7, 3
- O=C(Cn1nc(Cc2cccnc2)c2ccccc2c1=O)NCCCN1CCCC1=O
    3, -0.9, -1.7, -1.7, -1, 0.6, 0.0, 3, 0.6, 0.7, 4
- CC(C)(O)C#CC#CCN1CCOCC1
    1, -0.1, -1.6, -1.0, -1, 1.4, 1.0, -3, -0.1, -1.4, 1
- CCCCCCCOc1ccc(OC(=O)c2ccncc2)cc1
    0, 0.3, 0.0, -1.2, -2, -0.2, 2.1, 3, -1.7, -0.8, -1

Going on with the list:
Values run as follows: PLCb3 inh, DAX1 inh-1, PG9 binder, ssDAF12 agonist, SMARCA2 activ, DAX1 inh-2, GAA850 FXN act, HGIII-sPLA2 inh, hcDAF12 agonist, hgDAF-12 ag, Rev-erbA mod
- CCOC(=O)c1sc(NC(=O)C2CCCCC2)nc1C
    -7, 0.4, -1.5, -1.5, 4, 1.4, 1.6, -7, 1.5, 2.5, 9
- COc1cc(OC)cc(C(=O)Nn2cc(C(=O)Nc3ccccc3F)c3ccccc3c2=O)c1
    3, -0.7, -2.6, 0.0, -2, -0.1, -1.2, -15, 3.4, -1.4, -1
- O=C1CSC(c2cccc([N+](=O)[O-])c2)N1C1CC2CCC1C2 (stereo not given)
    -4, 0.0, -0.5, 0.4, 1, 0.1, 1.4, -1, 4.0, -0.5, 8
- COc1ccc(S(=O)(=O)NCCOc2cccc3cccnc23)cc1OC
    0, -0.4, -5.5, -1.0, 0, 0.7, 0.7, 3, -1.6, 0.9, 4
- O=C(c1cc([N+](=O)[O-])ccc1N1CCCCC1)N1CCCC1
    3, -0.2, 0.2, -0.5, -1, 0.1, 0.5, 2, -0.7, 1.6, 1
- CC(C)Oc1cccc(C(=O)C2CCCN(C(=O)c3cc(C4CC4)[nH]n3)C2)c1 (stereo not given)
    -6, -0.5, -0.8, -1.0, -2, -0.3, -1.3, -6, -3.4, 0.1, -3
- O=C(CN1C(=O)NC2(CCCCCCC2)C1=O)Nc1ccc(Cl)cc1
    -11, -1.4, 0.8, 0.0, -2, 0.6, 0.9, -7, -0.8, 0.7, 2
- O=C(O)c1ccc(Cn2cc(Cl)cn2)cc1
    -2, -0.4, 0.9, -0.7, -2, 1.1, 0.8, -2, -0.9, 3.0, 3
- CCOc1ccc(-c2n[nH]c(C(=O)NN)c2C)cc1
    0, 1.5, -0.9, -1.4, 5, 2.6, 3.0, 13, 2.6, 16*, 0
- O=C(Nc1ccccc1C(=O)N1CCCCC1)c1ccco1
    -1, 0.0, -2.5, -1.0, -4, 1.4, 0.1, 0, -0.5, 0.3, -4
- O=C(COC(=O)/C=C/c1cccc(Br)c1)NCc1cccs1
    -2, -1.2, -0.8, 0.1, 3, 0.0, 0.1, 9, 2.0, 1.7, 1
- Cc1nc(N2CCN(Cc3ccccc3)CC2)nc2c1CCC2
    3, 0.1, -2.2, -0.3, -2, 0.4, 0.3, 5, -1.1, -6.7, -1
- Cc1nc(Nc2ccc(Cl)cc2)c2nnn(Cc3ccccc3)c2n1
    -38, -1.5, 2.2, -1.5, -1, -0.3, -0.4, -7, -0.4, -2.5, -3
- Cn1c(/C(C#N)=C(\O)c2ccc([N+](=O)[O-])s2)nc2ccccc21
    -2, -0.1, 1.5, 0.2, -3, -0.5, 0.3, 8, -0.7, -1.7, -29
- OCCNCCO
    6, 0.3, -1.8, -0.7, 1, 1.7, -0.7, 2, -0.2, 5.2, 0
- Cn1cc(CN(CCO)Cc2cccs2)c(-c2ccccc2F)n1
    5, 0.0, -1.6, -1.2, 4, 1.6, 1.1, 2, -0.4, -0.6, -3

Only hgDAF-12 ag, for two of the compounds above:
Molecule | hgDAF-12 ag
O=C(CN1C(=O)NC2(CCCCCCC2)C1=O)Nc1ccc(Cl)cc1 | 0.7
O=C(O)c1ccc(Cn2cc(Cl)cn2)cc1 | 3.0

Source: PubChem BioAssay
